High-throughput results from PubChem BioAssay.
GSK3B inh: human GSK3beta kinase inhibitors, primary screen, biochemical, cell-free homogeneous, HTS. Glycogen synthase kinase-3 beta (Homo sapiens), P49841. GST-GSK3beta kinase, ADP-Glo luminescence, 60 min; active compounds read low. activity score (negative = inhibition), % at 10 µM. hit rate 0.038% among 300,000. AID 2097, 2009;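 active means more than half of replicate wells score below -50%, meaning over 50% inhibition versus plate controls; inconclusive means some replicates but at most half score below -50%; inactive means no replicate scores below -50%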;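 further: 0% = median DMSO wells and -100% = median GW8510 positive control wells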
Target sequence (P49841 whole entry, looked up): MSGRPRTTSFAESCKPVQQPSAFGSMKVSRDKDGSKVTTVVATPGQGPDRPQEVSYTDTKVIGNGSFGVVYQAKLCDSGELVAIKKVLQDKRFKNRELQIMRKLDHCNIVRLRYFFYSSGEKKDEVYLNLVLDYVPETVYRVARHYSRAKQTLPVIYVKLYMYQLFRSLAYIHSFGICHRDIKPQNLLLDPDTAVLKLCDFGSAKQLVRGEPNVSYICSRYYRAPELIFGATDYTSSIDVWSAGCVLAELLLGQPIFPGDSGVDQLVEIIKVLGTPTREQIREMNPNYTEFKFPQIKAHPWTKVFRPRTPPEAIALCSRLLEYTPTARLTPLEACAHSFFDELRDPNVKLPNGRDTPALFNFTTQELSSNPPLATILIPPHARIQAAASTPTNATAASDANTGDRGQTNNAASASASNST
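test system = GST-tagged human GSK3beta kinase, cell-free | reagent = 25 µM ATP with peptide substrate | dosing = one dose of 10 µM per compound | schedule = 60 min reaction, RT | detection = luminescent ADP-Glo measurement of ADP formed | control set = DMSO neutral wells and GW8510 at 20 µM as positive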
HSF1 inh: HSF1 inhibitors in luciferase reporter cells, primary screen, cell-based, NIH3T3, luminescence. NIH3T3-HGL HSE-luciferase, MG132-induced, luminescence 8 h; active compounds read low. activity change, negative = inhibition, % at 7.5 µM (by protocol). hit rate 0.77% among 300,000. AID 2098, 2009;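 active means more than half of replicate wells show activity change below -50%, luminescence cut by over half; inconclusive means some wells, but at most half, below -50%; inactive means no replicate well below -50%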;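 further: luciferase reports HSF-1 transcriptional activity via heat shock element; 0% = median of DMSO wells and -100% = zero luminescence signal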
HSP90 refold inh: HSP90 inhibitors, primary screen, cell lysate, luminescence; Rabbit reticulocyte lysate, luciferase refolding luminescence, 3 h; inhibition, % at 5.6 µM; hit rate 0.91% among 290,000; AID 1789, 2009;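 active means inhibition above the screen-wide mean plus 3 SD, computed separately per campaign, cut at about 16% in these data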;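 further: 0% = DMSO wells and 100% = 60 µM geldanamycin wells; inhibitors lower the luminescence because luciferase stays unfolded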
PolyA inh: polyadenylation inhibitors in yeast reporter cells, primary screen, luminescence, S. cerevisiae; S. cerevisiae SKY197-pL101 polyadenylation reporter, beta-gal luminescence; efflux-impaired pdr1/pdr3 knockout yeast; score 100 = 6 SD above DMSO; calls only at 12 µM; hit rate 0.02% among 300,000; AID 1875, 2009;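 active means lowest replicate activity score at least 50, where 100 means six control SD above control mean; inconclusive means lowest score under 50 but half or more replicates reach 50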;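 further: yeast exposed to compound for 9 h at 30 °C; higher score means more reporter readthrough which indicates perturbed polyadenylation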
HSF1 activator: HSF-1 activators, primary screen, NIH3T3-HGL cells, MG132 stress, luminescence, single point; hit rate 1.7% among 300,000; activation, % at 9 µM; NIH3T3-HGL HSF-1 luciferase reporter, 8 h; 100% = twice DMSO control signal;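 active means mean replicate activation of at least 50% with a set share of replicates each reaching 50%; inconclusive means only one of those two conditions met; inactive means mean below 50% and too few replicates reaching it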;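 further: 0% = median of the neutral control wells and 100% = twice that signal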
KLF5 inhibitor: KLF5 expression inhibitors, primary screen, DLD-1 cells, luminescence; DLD-1 KLF5 promoter-luciferase reporter; inhibition, % at 5 µM; hit rate 0.23% among 290,000; AID 1700, 2009;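 active means inhibition above a per-plate limit of that plate's mean compound inhibition plus 3 SD, cut at about 60% in these data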;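 further: 0% = DMSO wells and 100% = LY294002 at 200 µM; higher means less KLF5 promoter-driven luciferase light; inactives centre near -14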
aSyn UTR inh: MLPCN primary screen, SNCA 5' untranslated region; alpha-synuclein 5'UTR reporter, inhibitor activity; hit rate 0.82% among 300,000; inhibition, % (tested at 7.5 µM); AID 1813, 2009; in the data active means inhibition above about 60%; inconclusive means no clear call, values can overlap the other calls;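 further: H4 neuroglioblastoma cells stably carrying SNCA 5'UTR luciferase fusion; 0% = DMSO wells and 100% = positive control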
GSK3 alpha inh: blockers of GSK3A enzyme activity – biochemical, luminescence, cell-free homogeneous, HTS, primary screen; AID 2650, 2010; inhibition, % at 10 µM; hit rate 0.1% among 320,000; GSK-3 alpha kinase, ADP-Glo luminescence, 60 min; Glycogen synthase kinase-3 alpha (Homo sapiens), P49840;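 in the data active means inhibition above about 50%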;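 further: GST-tagged GSK-3 alpha with peptide substrate and 25 µM ATP; 0% = DMSO neutral wells and 100% = GW8510 positive control wells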
Target sequence (P49840 whole entry, looked up): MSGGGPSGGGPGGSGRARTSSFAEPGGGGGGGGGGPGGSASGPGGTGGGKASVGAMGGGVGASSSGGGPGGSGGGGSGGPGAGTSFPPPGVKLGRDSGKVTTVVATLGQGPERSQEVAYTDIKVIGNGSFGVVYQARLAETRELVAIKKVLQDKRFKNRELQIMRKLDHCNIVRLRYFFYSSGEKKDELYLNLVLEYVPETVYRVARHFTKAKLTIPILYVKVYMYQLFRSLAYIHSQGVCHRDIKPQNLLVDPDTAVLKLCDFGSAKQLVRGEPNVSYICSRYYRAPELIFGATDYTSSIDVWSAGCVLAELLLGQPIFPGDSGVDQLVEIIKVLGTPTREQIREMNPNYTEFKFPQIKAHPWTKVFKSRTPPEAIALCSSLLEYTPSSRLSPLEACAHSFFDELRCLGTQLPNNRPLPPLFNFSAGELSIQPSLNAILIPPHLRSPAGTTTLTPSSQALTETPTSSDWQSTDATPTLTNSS
AI-2 QS mod: Vibrio harveyi AI-2 quorum sensing modulators, primary screen, JMH597 strain, luminescence/OD600 ratio | Vibrio harveyi JMH597 AI-2 luminescence/OD600 ratio, 9 h; active compounds read low; strain lacks LuxN and CqsS sensors; 0 = neutral-control median | activity change, % at 7.5 µM | hit rate 0.4% among 300,000 | AID 2094, 2009; in the data active means activity change below about -75%, passing the limit was not always enough; inconclusive means no clear call, values can overlap the other calls;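 further: luminescence divided by OD600 gain over 9 h not by final OD600 alone; inactives centre near 13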
IEC-6 tox: cytotoxicity in IEC-6 intestinal epithelial cells, primary screen, cytotoxicity control for KLF5 inhibitor project, cell-based, luminescence | IEC-6 cytotoxicity, luminescence viability | inhibition, % at 5 µM | hit rate 0.78% among 290,000; in the data active means inhibition above about 22%;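 further: 0% = plate median of test compound wells and 100% = cytotoxic reference compound wells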
An asterisk follows results filed as active; i = inactive; u = inconclusive; x = not tested or not shown.

Compound,GSK3 alpha inh,AI-2 QS mod,HSF1 activator,aSyn UTR inh,KLF5 inhibitor,PolyA inh,IEC-6 tox,HSF1 inh,GSK3B inh,HSP90 refold inh
COC(=O)[C@H](Cc1ccccc1)NC(=O)C1CCN(C(=O)[C@H](C)NS(=O)(=O)c2ccc(C)cc2)CC1,-2,-1,20,5,-27,i,-5,7,1,-6
CCCCn1c(N)c(N(Cc2ccccc2OC)C(=O)CN2C(=O)NC(C)(c3ccccc3)C2=O)c(=O)[nH]c1=O (centres undefined),0,9,31,2,x,i,x,2,6,x
c1ccc(N2CCN(c3ccc4nncn4n3)CC2)nc1,0,23,2,13,19,i,-4,-8,1,0
CC(C)N(Cc1nc(-c2ccc(Cl)cc2)no1)C(=O)CCC1CCCC1,-3,19,14,19,-24,i,-2,7,-1,-4
COc1ccc(-c2cc(=O)c3ccccc3o2)cc1,3,24,42,-216,x,i,x,32,3,x
CC(=O)NC(Cc1cccc(F)c1)C(=O)NC1CCN(C(=O)Nc2ccc(C)cc2)CC1 (centres undefined),-1,23,24,19,-11,i,4,7,6,-2
O=Cc1ccc(-c2ccc(Cl)cc2Cl)[nH]1,-1,2,24,-14,-11,i,1,8,1,4
COC(=O)N/N=C(\C)c1ccc(OC(F)F)cc1OC(F)F,-3,28,6,2,-22,i,4,-4,0,3
COc1ccc(C(=O)NCC(=O)N/N=C/c2c(C)[nH]c3ccccc23)cc1,-1,28,19,0,-1,i,-1,-2,1,-5
Cc1cc(C)n2cc(CSc3nnnn3-c3ccccc3)nc2n1,-2,10,2,4,-21,i,-4,-3,-3,1
COc1ccc(CCNc2ncnc3c2c(C)c(C)n3CCO)cc1OC,-2,19,u,6,-30,i,-3,15,3,-2
O=C(Nc1ccc(NC(=O)c2ccccc2F)cc1)c1ccccc1F,-4,10,2,-42,-38,i,4,7,-17,-4
CN(c1ccc(C(=O)Nc2ccccc2C(F)(F)F)cc1)S(C)(=O)=O,1,5,13,-49,-34,i,5,9,-15,-1
Cc1ccc(C(=O)O)cc1S(=O)(=O)NCC1CCCO1 (centres undefined),-1,16,4,-26,-30,i,-3,-6,0,0
CC(=O)N1CCC2(CC1)C/C(=N\NC(=S)Nc1ccccc1F)c1cc(O)ccc1O2,0,11,-58,-12,6,i,-5,-52*,-3,4
COc1ccccc1-n1cnnc1SCC(=O)Nc1cc(C)on1,x,10,3,-16,-17,i,-6,0,0,-3
CSc1cc(C)c(OCC(=O)Nc2ccc(NC(C)=O)cc2)c(C)c1,-1,15,-9,-39,-11,i,2,10,1,0
O=C(Nc1ccccc1Oc1cccnc1)C1CCCN(C/C=C/c2ccccc2)C1 (centres undefined),1,54,23,7,-31,i,-4,10,2,-4
COc1ccc(NC2CCCN(C(=O)c3ccc(C)c(N4CCNC4=O)c3)C2)cc1 (centres undefined),-2,20,-14,-23,-9,i,-2,-5,2,-4
COc1cc(CCN2C(=O)N[C@@H](c3cccc(C(F)(F)F)c3)C(C(C)=O)=C2C)cc(OC)c1OC,-2,28,7,25,17,i,3,2,0,1
Cc1ccc(NC(=O)CSc2nnc(CCCCCNC(=O)OC(C)(C)C)o2)c(C)c1,-3,10,x,x,-37,i,-6,x,4,1
COc1ccc(C2OC(=O)CC2C(=O)N2CCN(c3cc(Cl)ccc3C)CC2)cc1OC (centres undefined),-2,9,-9,-6,11,i,-3,6,1,-1
Cc1cc(NC(=O)COc2cccc([N+](=O)[O-])c2)no1,0,-8,13,-29,0,i,-1,3,-1,2
O=C(Nc1ccccc1)c1cccnc1Nc1ccccc1,9,4,-6,19,-2,i,-1,4,0,2
CCN(CC)CCNC(=O)c1ccc(-n2c(C)cc3c2CCCC3=O)cc1,8,x,-6,7,-7,i,-4,-9,x,-4
Cc1ccc(-c2nnn(CC(=O)N(CCN3CCOCC3)C(C(=O)NC(C)(C)C)c3ccco3)n2)cc1 (centres undefined),-2,17,-4,1,-18,i,3,1,12,-4
CCOC(=O)c1ccccc1NC(=O)CSc1nc(N)cc(N)n1,-1,28,u,12,-51,i,-1,21,1,-4
CCCCOc1ccc(NC(=O)CN2CCN(C(=O)OCC)CC2)cc1,0,46,3,-5,-24,i,-3,-2,2,0
COc1ccc(-c2cc(C(=O)Nc3nc4ccccc4s3)c3ccccc3n2)cc1OC,-2,22,-15,21,-47,i,1,-7,3,1
CCOC(=O)c1c(N2C(=O)C=CC2=O)sc(C)c1C,-3,14,55*,3,8,i,-15,44,0,-2
CC(=O)c1ccc(NC(=O)CSc2ccsc2[N+](=O)[O-])cc1,x,11,33,-22,-55,i,0,5,4,0
O=C(COC(=O)CCc1ccccc1)Nc1ncc(Cl)cc1Cl,1,x,8,26,-3,i,1,7,x,1
O=C(COc1cccc2ccccc12)N/N=C/C=C/c1ccccc1,-2,19,2,-7,-17,i,3,6,0,2
Cn1c(SCC(=O)c2ccc3c(c2)OCO3)nnc1C1COc2ccccc2O1 (centres undefined),2,27,-7,12,17,i,7,-6,3,6
Cc1ccc(C(=O)Nc2nc(-c3ccc([N+](=O)[O-])cc3)cs2)o1,-4,2,-4,-38,-22,i,5,-4,1,1
CCc1cc2c(=O)n(C(C)C(=O)OC3CCCCC3)cnc2s1 (centres undefined),-2,3,66*,-137,-94,i,-2,32,7,-3
O=C1c2oc3ccccc3c(=O)c2C(c2cccc(O)c2)N1CCCN1CCOCC1 (centres undefined),-2,23,-3,-29,-13,i,-3,-3,1,-2
CC(=O)Nc1cccc(C(=O)N/N=C/c2ccc(F)cc2)c1,-1,13,41,-115,-92,i,1,24,3,4
CC1=C(C(=O)Nc2ccccc2F)C(c2cccs2)NC(=S)N1 (centres undefined),-2,16,-9,-21,-9,i,3,-5,0,3
O=c1c2ccc(Cl)cc2nc2n1CC/C2=C\c1cccc(O)c1,-1,15,5,-2,-21,i,2,5,-4,-2
CNc1nc(-c2ccccc2)nnc1C(F)(F)F,-2,16,-1,-18,-22,i,-7,5,2,-2
COc1cc(CN2CCC(C(=O)NCC(C)(C)CN(C)C)CC2)ccc1OCc1ccccc1,0,7,-2,-67,-27,i,2,2,0,2
COc1ccc(S(=O)(=O)N2CCC(C(=O)Oc3cccc(C)c3)CC2)cc1OC,-2,5,-6,9,-31,x,-4,4,1,-3
COC(=O)c1ccc(C2NC(=O)CCC2[N+](=O)[O-])cc1 (centres undefined),-3,14,33,7,-8,i,0,5,-3,-4
Cc1ccc(NC(=O)c2cc(N3C(=O)C4CC=CCC4C3=O)ccc2N2CCCCC2)cc1 (centres undefined),-2,12,-10,7,-26,i,-12,-6,4,-5
O=[N+]([O-])c1cc(S(=O)(=O)Nc2cccc(C(F)(F)F)c2)ccc1-n1nnc2ccccc21,-4,25,0,2,-24,i,1,-3,5,1
CSc1sc(C(=O)NC(=O)NCc2cccnc2)c(C)c1-c1ccon1,-1,7,0,6,-5,i,3,-10,-4,0
O=C(c1cc2cc(Cl)ccc2[nH]1)N1CCc2ccccc2C1,-3,10,21,-36,-44,i,12,16,-1,1
Cc1oc(-c2cccs2)nc1CS(=O)CC(=O)NCCCN1CC(C)CC(C)C1 (centres undefined),-2,16,-6,16,-15,i,3,-1,2,-1
O=C(c1nn(Cc2ccccc2)c(=O)c2ccccc12)N1CCN(c2ccccn2)CC1,1,15,13,21,-5,i,-4,0,0,-1

Continued.
Compound,GSK3 alpha inh,AI-2 QS mod,HSF1 activator,aSyn UTR inh,KLF5 inhibitor,PolyA inh,IEC-6 tox,HSF1 inh,GSK3B inh,HSP90 refold inh
CC(=O)NC(CC(=O)Nc1cc(Cl)ccc1-n1cncn1)c1ccccc1 (centres undefined),0,6,-8,-2,x,i,x,-5,-1,x
COc1ccc(CCNC(=S)N2CCN(S(=O)(=O)c3ccc(C)cc3)CC2)cc1,-4,17,37,3,x,i,x,13,0,x
C/C=C(\C)C(=O)NCCN1C2=NC[C@H](Cc3ccccc3)N2C[C@H]1Cc1ccc(O)cc1,-1,-1,-4,25,-28,i,4,1,-3,15
O=C(Cn1ccc([N+](=O)[O-])n1)NCCc1c[nH]c2ccccc12,-4,16,-16,11,-8,i,0,0,2,0
Cc1ccc2[nH]c(C(=O)O)c(NC(=O)[C@@H]3C[C@@H]3c3ccccc3)c2c1,-4,15,8,7,-26,i,8,5,1,-2
COc1ccc(NC(=O)C(Cc2ccccc2)n2cccc2)cc1OC (centres undefined),0,15,16,-5,-10,i,-10,5,-4,-3

Some of the compounds tested; rates above refer to the full screens.
